# POLH inh = inhibitors of human DNA polymerase eta; 1.2% of 390,000 active; recombinant Pol eta, fluorescent DNA replication assay; Potency, µM (top dose mostly 114 µM), for the others: at the highest dose activity change, negative = inhibition, usual class: inhibitors; AID 588591; Q9Y253; note: % is set by controls: 0 for no effect and ±100 for the full control effect
#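 Pol eta at 10 nM preincubated with compounds 15 min at room temperature; reaction started with fluorescent substrate (50 nM final) and read kinetically at 0 and 10 min.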
# Pol beta inh = DNA polymerase beta (human) inhibition; Pol beta primer extension/strand displacement, fluorescence kinetic; Potency, µM (highest dose often 114 µM), for the others: at the highest dose activity change, negative = inhibition, hits mostly inhibitors; 1.3% of 340,000 active; P06746; AID 485314; note: % is set by controls: 0 for no effect and ±100 for the full control effect
#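 Pol beta (10 nM) and compounds were preincubated 15 min at room temperature, then 50 nM substrate (final) started primer extension/strand displacement. Reads were taken at 0 and 10 min; concentration-response data were fitted to a four-parameter Hill equation.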
# JMJD2A Tudor inh = blocks the human JMJD2A Tudor domain. AlphaScreen JMJD2A-Tudor / H3K4me3 peptide binding. Potency, µM (series often up to 114 µM), without a hit: top-dose activity change, negative = inhibition, most hits filed as inhibitors. 4.4% of 390,000 active; note: % is set by controls: 0 for no effect and ±100 for the full control effect; nearly all actives have a fitted effect of over 50% in size
# Pol iota inh = inhibitors of human DNA polymerase iota; Potency, µM (top dose mostly 115 µM), for inactives: at the top dose activity, negative = inhibition, usual class: inhibitors; Pol iota fluorescent replication assay, 10 min; AID 588590; Q9UNA4; 1% of 390,000 active
#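 Fluorescent replication assay read twice, at 0 min and 10 min after adding 50 nM (final) substrate. Enzyme (10 nM) and compounds were first incubated 15 min at room temperature; enzyme-free buffer wells were negative controls.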
# BLM inh = Bloom syndrome helicase (human) inhibition; 0.2% of 350,000 active; AID 2528; recombinant BLM DNA unwinding, fluorescence dequenching; Potency, µM (top dose mostly 56.1 µM), without a hit: top-dose activity change, negative = inhibition, most hits filed as inhibitors; P54132;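 note: plate controls were vehicle for no effect and no enzyme for full effect; nearly all actives have a fitted effect of over 35% in size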
# Target sequence (P54132 whole entry, looked up): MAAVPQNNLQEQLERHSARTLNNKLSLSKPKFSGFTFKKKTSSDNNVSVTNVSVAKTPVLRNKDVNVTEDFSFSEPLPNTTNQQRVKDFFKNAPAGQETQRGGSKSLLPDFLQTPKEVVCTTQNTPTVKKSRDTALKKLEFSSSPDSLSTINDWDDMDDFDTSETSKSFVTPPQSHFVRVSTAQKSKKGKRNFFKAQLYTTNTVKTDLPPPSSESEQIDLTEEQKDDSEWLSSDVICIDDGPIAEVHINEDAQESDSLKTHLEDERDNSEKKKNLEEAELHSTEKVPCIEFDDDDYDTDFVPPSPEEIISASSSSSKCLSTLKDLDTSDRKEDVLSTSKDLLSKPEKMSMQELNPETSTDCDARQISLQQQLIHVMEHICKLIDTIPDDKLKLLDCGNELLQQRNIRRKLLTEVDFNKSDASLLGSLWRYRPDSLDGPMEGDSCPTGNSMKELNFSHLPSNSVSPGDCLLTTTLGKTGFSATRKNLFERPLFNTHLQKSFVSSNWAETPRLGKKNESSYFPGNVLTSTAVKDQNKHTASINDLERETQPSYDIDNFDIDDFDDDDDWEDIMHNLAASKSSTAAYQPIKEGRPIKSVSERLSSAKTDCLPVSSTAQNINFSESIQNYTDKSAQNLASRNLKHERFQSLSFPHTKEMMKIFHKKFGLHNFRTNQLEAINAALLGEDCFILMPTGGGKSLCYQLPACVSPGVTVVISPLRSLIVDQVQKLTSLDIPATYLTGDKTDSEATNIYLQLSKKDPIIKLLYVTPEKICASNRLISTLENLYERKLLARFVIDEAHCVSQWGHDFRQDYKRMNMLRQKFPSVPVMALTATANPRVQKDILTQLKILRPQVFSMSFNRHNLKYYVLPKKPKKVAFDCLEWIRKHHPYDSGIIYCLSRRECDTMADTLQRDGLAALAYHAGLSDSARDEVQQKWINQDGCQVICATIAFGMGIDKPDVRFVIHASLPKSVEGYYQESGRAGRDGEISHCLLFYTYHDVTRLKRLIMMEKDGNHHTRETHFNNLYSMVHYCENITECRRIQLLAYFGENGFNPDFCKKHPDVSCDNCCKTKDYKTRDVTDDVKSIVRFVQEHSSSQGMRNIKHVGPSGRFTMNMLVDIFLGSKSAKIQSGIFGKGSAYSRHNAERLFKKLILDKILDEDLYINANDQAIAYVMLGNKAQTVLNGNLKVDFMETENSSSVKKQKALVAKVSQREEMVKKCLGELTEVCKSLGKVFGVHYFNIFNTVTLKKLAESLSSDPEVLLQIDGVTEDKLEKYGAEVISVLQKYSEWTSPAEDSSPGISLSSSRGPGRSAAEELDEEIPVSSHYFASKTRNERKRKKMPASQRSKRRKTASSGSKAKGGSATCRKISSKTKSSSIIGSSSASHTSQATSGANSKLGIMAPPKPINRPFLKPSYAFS
# Pol kappa inh = DNA polymerase kappa (human) inhibition; AID 588579; Potency, µM (top dose mostly 107 µM), for the others: top-dose activity, negative = inhibition, hits mostly inhibitors; purified Pol kappa, fluorescent DNA synthesis assay, 10 min; 0.53% of 400,000 active; note: % is set by controls: 0 for no effect and ±100 for the full control effect
#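 10 nM Pol kappa preincubated 15 min at room temperature with compounds, then reaction started with substrate at 50 nM final. Fluorescence read kinetically at 0 and 10 min; buffer-only wells served as negative control.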
# BAZ2B block = BAZ2B (human) inhibition. Q9UIF8. AlphaScreen BAZ2B-H3K14Ac peptide displacement. Potency, µM (doses to about 114 µM), without a hit: at the top dose activity change, negative = inhibition, usual class: inhibitors. 4.4% of 360,000 active; note: % is set by controls: 0 for no effect and ±100 for the full control effect; nearly all actives have a fitted effect of over 60% in size
#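 BAZ2B 50 nM plus b-H3(5-23)K14Ac 50 nM, PBS pH 7.4/0.01% Tween-20, 30 min RT; compound added (max 110 uM), 30 min RT; streptavidin donor/Ni-chelate acceptor beads 10 ug/mL final, 20 min dark; AlphaScreen read.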
# APEX1 inh = APE1 (human) endonuclease inhibition. P27695. recombinant APE1, TAMRA/BHQ-2 abasic DNA cleavage fluorescence. 0.35% of 350,000 active. Potency, µM (highest dose often 65.8 µM), inactives show at the top dose activity change, negative = inhibition, usual class: inhibitors;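 note: plate controls were vehicle for no effect and reference inhibitor for full effect; nearly all actives have a fitted effect of over 55% in size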
#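 Incision of a quenched TAMRA/BHQ-2 THF abasic-site duplex (50 nM) by 0.75 nM APE1, after 15 min compound preincubation, measured as fluorescence increase over three 60 s reads. Values normalized to buffer, DMSO and NSC13755 control wells.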
# G9a block = G9a (human) methyltransferase inhibition; Q96KQ7; G9a H3K9 monomethylation, AlphaScreen, 2 h; Potency, µM (doses to about 102 µM), for the others: top-dose activity, negative = inhibition, actives largely listed as inhibitors; 8.8% of 350,000 active; note: % is set by controls: 0 for no effect and ±100 for the full control effect; nearly all actives have a fitted effect of over 75% in size
#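 Readings reflect AlphaScreen signal from monomethyl-H3K9 antibody detection. HMT at 20 nM; substrate b-H3K9 500 nM; cofactor SAM 20 uM; 2 h RT reaction; compounds tested as titrations in qHTS with 15 min preincubation.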
# * hit, by the source's call; ? = inconclusive; · = no result given; & = joins results of further samples; [ ] = another dose, or the depositor's remark. Calls come from the whole dose curve; as a rule, active = well fitted curve in the direction sought with a large enough effect; inconclusive = small, poorly fitted or top-dose-only effect, or another doubt; inactive = no such curve, though single readings can be large; an effect the other way counts as inactive or inconclusive. Potency is the fitted concentration of half-maximal effect. This is a subset; count on the stated rates, not on these rows.
no. | smiles | POLH inh | Pol beta inh | JMJD2A Tudor inh | Pol iota inh | BLM inh
1 | COC(C(=O)Nc1ccnn1C1CCN(Cc2ccccn2)CC1)c1ccccc1 (configuration not stated) | -18% | 54% | ? | 33%[activator] | -4%
2 | O=C(Oc1c(Cl)cc(Cl)c2cccnc12)c1ccco1 | -13% | -14% | 89µM* | 35%[activator] | -2%
3 | Cc1cc(=O)oc2cc(OCC(=O)OCC(=O)NC3CC3)ccc12 | -19% | 12% | -10% | 76%[activator] | -5%
4 | O=C(NCc1ccccc1)C(c1ccc(Cl)cc1)N(C(=O)c1csnn1)C1CC1 (configuration not stated) | -8% | -10% | -6% | 6% | -1%
5 | C=CCN(CC=C)C(=S)NCCc1ccc(OC)c(OC)c1 | -15% | -7% | -9% | 11% | -10%
6 | COc1ccc(NC(=O)c2ccc(NC(=O)COC(=O)c3cnc(C)cn3)cc2)cc1 | -18% | · | -2% | 19% | ·
7 | Cc1cc(NC(=O)C2CCC(CNS(=O)(=O)c3ccc(Br)s3)CC2)ccc1Br (configuration not stated) | -15% | -2% | -1% | 12% | -2%
8 | CC(=O)Nc1ccc(S(=O)(=O)NC2=NCN(c3cccc([N+](=O)[O-])c3)CN2)cc1 | -14% | 0% | 0% | 42%[activator] | -3%
9 | COc1ccc(-c2c(NC(=O)c3ccco3)oc3c(C)cccc3c2=O)cc1OC | -11% | 5% | -13% | -6% | -3%
10 | Cc1cc(C)n2nc(CNC(=O)c3ccc(Cl)cc3)nc2n1 | -5% | ? | 1% | -10% | -4%
11 | CCCNS(=O)(=O)c1ccc(NC(=O)c2cccnc2)cc1 | -14% | 4% | -2% | 27% | -2%
12 | Cc1noc(/C=C/c2ccccn2)c1[N+](=O)[O-] | -18% | 0% | -32% | -25% | -3%
13 | COc1ccc(N2CCn3c2nc2c3c(=O)n(CCc3ccccc3)c(=O)n2C)cc1 | · | -10% | · | · | 1%
14 | O=c1c(-c2ccc(Cl)cc2)nc2cnc(N3CCNCC3)nc2n1CCc1ccccc1 | · | · | · | · | 3%
15 | COCc1ccc(C(=O)N2CCCC(C(=O)c3cc(F)ccc3F)C2)s1 (configuration not stated) | 3% | -24% | -7% | 86%[activator] | -4%

no. | Pol kappa inh | BAZ2B block | APEX1 inh | G9a block
1 | -12% | -28% | -7% | ·
2 | -15% | ? | 4% | ?
3 | 4% | 1% | -3% | -8%
4 | 11% | -19% | 33% | 10%
5 | -6% | 5% | 1% | 0%[59 µM]
6 | 0% | 4% | 0% | 23%[0.501 µM]
7 | -22% | 1% | · | -3%[59 µM]
8 | 5% | 2% | 89%[activator] | -17%[59 µM]
9 | -6% | -25% | 23% | 8%
10 | -4% | 7% | · | 11%[59 µM]
11 | 0% | 5% | -1% | 8%
12 | -6% | ? | -12% | ?
13 | · | -1% | 1% | 7%
14 | -3%[60.1 µM] | · | 3% | -3%[0.501 µM]
15 | -5% | ? | 3% | 4%

# 5 entries already listed, ordered by length of the SMILES, falling.
no. | smiles | POLH inh | Pol beta inh | JMJD2A Tudor inh | Pol iota inh | BLM inh
8 | CC(=O)Nc1ccc(S(=O)(=O)NC2=NCN(c3cccc([N+](=O)[O-])c3)CN2)cc1 | -14% | 0% | 0% | 42%[activator] | -3%
6 | COc1ccc(NC(=O)c2ccc(NC(=O)COC(=O)c3cnc(C)cn3)cc2)cc1 | -18% | · | -2% | 19% | ·
9 | COc1ccc(-c2c(NC(=O)c3ccco3)oc3c(C)cccc3c2=O)cc1OC | -11% | 5% | -13% | -6% | -3%
10 | Cc1cc(C)n2nc(CNC(=O)c3ccc(Cl)cc3)nc2n1 | -5% | ? | 1% | -10% | -4%
12 | Cc1noc(/C=C/c2ccccn2)c1[N+](=O)[O-] | -18% | 0% | -32% | -25% | -3%

no. | Pol kappa inh | BAZ2B block | APEX1 inh | G9a block
8 | 5% | 2% | 89%[activator] | -17%[59 µM]
6 | 0% | 4% | 0% | 23%[0.501 µM]
9 | -6% | -25% | 23% | 8%
10 | -4% | 7% | · | 11%[59 µM]
12 | -6% | ? | -12% | ?

# Further structures:
no. | smiles | POLH inh | Pol beta inh | JMJD2A Tudor inh | Pol iota inh | BLM inh
16 | Cc1ccccc1-c1cc(=O)c2c(O)cccc2o1 | -20% | 1% | 3% | 1% | 1%
17 | N#CCCN/N=C(/Cc1nc2ccccc2[nH]1)c1cccc(Cl)c1 | 3% | 7% | -26% | 12% | -9%
18 | Cc1cccc(NC(=O)c2ccc3snnc3c2)c1 | -16% | 18% | 5% | 42%[activator] | -1%
19 | CCc1c(C)sc(NC(=O)c2ccc(Br)o2)c1C(=O)OC | -11% | 1% | 72%[activator] | -4% | -5%
20 | COCCCn1c(-c2ccc(S(=O)(=O)N3CCOCC3)cc2)csc1=Nc1ccccc1 | -15%&-8% | 8%&2% | ? | -19%&13% | -6%&2%
21 | COc1ccc(-c2c(-c3ccccc3)n(C)c3ccccc23)cc1 | -21% | · | ? | 12% | ·
22 | O=c1cc(-c2ccccc2Cl)oc2c(NS(=O)(=O)c3cc(Cl)cc(Cl)c3O)ccc(O)c12 | 32µM* | 45µM* | 56µM* | 40µM* | ?
23 | O=C(COn1nnc2ccc(S(=O)(=O)N3CCOCC3)cc21)NCCc1ccccc1 | -8% | · | -1% | -5% | ·
24 | Cc1ccc(S(=O)(=O)NCC(=O)N/N=C/c2ccccc2O)cc1 | -10% | 0% | -19% | -26% | -2%
25 | Cc1cc(Nc2cc(Cl)ccc2C)n2nc(Cc3ccccc3)nc2n1 | -21% | -1% | -21% | 107%[activator] | 1%
26 | CC(C)OC(=O)c1c(NC(=O)c2cccs2)sc2c1CCCC2 | -19% | -3% | 119%[activator] | -17% | -8%
27 | CCSc1nc2ccccc2n1Cc1cccc([N+](=O)[O-])c1 | 4% | -19% | -32% | -2% | 1%
28 | O=C(CN1C(=O)c2ccccc2S1(=O)=O)Nc1cccc(S(=O)(=O)N2CCCCC2)c1 | -7% | · | -26% | 4% | ·
29 | CCN(c1ccccc1)S(=O)(=O)c1cc([N+](=O)[O-])ccc1N | -6% | 17% | -34% | 71%[activator] | -2%
30 | CCOc1cc(/C=N/NC(=O)c2ccc(CN3CCOCC3)cc2)ccc1OC | 2% | -27% | 1% | 9% | 2%

no. | Pol kappa inh | BAZ2B block | APEX1 inh | G9a block
16 | 20% | 7% | 8% | 21%[12.7 µM]
17 | -7% | -14% | 2% | ?
18 | 2% | 1% | · | 6%[59 µM]
19 | -17% | 63%[activator] | -1% | 34%[activator][59 µM]
20 | 2%&-12% | ? | 0% | ?
21 | -36% | · | -13% | ·
22 | ? | 50µM* | 0%[50.4 µM] | 50µM*
23 | -6% | -1% | -9% | -11%
24 | -9% | 8% | -3% | 37%[0.501 µM]
25 | 2% | -19% | · | 2%[59 µM]
26 | -6% | 35% | -3% | 3%[59 µM]
27 | -8% | ? | -1% | -42%
28 | -7% | · | -2% | ·
29 | -10% | -1% | -1% | -7%
30 | -7% | -7% | -1% | -43%

# More results:
no. | smiles | POLH inh | Pol beta inh | JMJD2A Tudor inh | Pol iota inh | BLM inh
31 | COc1cc(/C=C2/SC(=Nc3ccc(O)cc3)NC2=O)ccc1O | 32µM* | 20µM* | -1%[11.4 µM] | ? | -23%
32 | O=C(CSc1n[nH]c(=O)n1C1CC1)c1c[nH]c2ccccc12 | -21% | · | -10% | 24% | ·
33 | COc1ccc2c3c(c(=O)oc2c1OCC(=O)O)CCCC3 | -3% | 18% | -14% | 3% | 2%
34 | Cc1ccc(C(=O)NC(=S)Nc2ccc(NC(=O)c3cccc(Cl)c3)cc2)cc1 | -11% | -18% | ? | 8% | 0%
35 | CCc1ccc([C@@H]2CC=C(C(=O)O)[C@H](c3ccc(C)cc3)N2S(=O)(=O)c2ccc(C)cc2)cc1 | 0% | · | -24% | -3% | ·
36 | Cc1noc(C)c1C(=O)Nc1ccc(C#N)cc1 | 1% | 1% | -1% | 13% | -2%
37 | CC(C)(CNC(=O)CC1C(=O)NCCN1Cc1cccc(F)c1)N1CCOCC1 (configuration not stated) | -6% | -14% | -3% | -1% | -1%
38 | O=C(CSc1nc2ccccc2n1Cc1ccc(F)cc1)N1CCN(c2ccc(F)cc2)CC1 | -20% | -2% | -6% | 11% | 0%
39 | Cc1ccc(N=CC2=C(O)CC(c3cccc(Cl)c3)CC2=O)cc1 (configuration not stated) | -2% | 78% | -9% | 6% | 1%
40 | Cn1c(=O)c2ncn(CC(=O)N/N=C/C=C/c3ccccc3)c2n(C)c1=O | 5% | 1% | -14% | 4% | -1%
41 | COC(=O)c1ccc(N2C(=O)C3CC=CC(C)C3C2=O)cc1 (configuration not stated) | -12% | 23% | -1%[57.1 µM] | 140%[activator] | -10%
42 | O=C(NCC1CCCO1)c1c(O)c2ccccc2[nH]c1=O (configuration not stated) | 0% | 0% | ? | 12% | -4%
43 | Cc1cccc2c1-c1sc(C(=O)N(C)c3cccc(Cl)c3)cc1CO2 | -22% | -5% | 76%[activator] | -17% | -10%
44 | COc1ccc(C(=O)NC(=S)NNC(=O)c2c(-c3ccccc3)noc2C)cc1OC | -8% | -1% | -28% | 26% | -7%
45 | CN1CCN(CCCCOc2ccc(Br)cc2)CC1 | -9% | 10% | 20µM* | -15% | 0%
46 | CC(C)NC(=O)c1ccc2c(c1)N(CC(=O)N1CCCCC1)C(=O)C(C)(C)O2 | -16% | -2% | -5% | ? | -4%

no. | Pol kappa inh | BAZ2B block | APEX1 inh | G9a block
31 | ? | -14% | 8% | ·
32 | 1% | 2% | 10% | -5%[12.7 µM]
33 | 0% | -20% | 1% | -8%[59 µM]
34 | 1% | 1% | 2% | -17%
35 | -19% | · | -12% | ·
36 | 0% | 1% | -15% | 17%
37 | 2% | -11% | 46%[activator] | ?
38 | -14%[60.1 µM] | -8% | · | -2%[59 µM]
39 | -9% | -3% | -1% | 2%[59 µM]
40 | 5% | -9% | -4% | ?
41 | -10% | -11% | 21% | 15%
42 | -3% | -7% | 22% | -12%[12.7 µM]
43 | -2% | 50%[activator] | · | 56%[activator][59 µM]
44 | -17% | -10% | ? | 32µM*
45 | 2% | 56µM* | 18% | 4.5µM*
46 | 2% | 2% | -23% | -1%

# Bioassay records from PubChem BioAssay.
